From PubChem BioAssay
FBPA Giardia inh: blocks Giardia fructose-bisphosphate aldolase activity; A8B2U2; purified Giardia FBPA; Potency, µM (top dose mostly 59.6 µM), without a hit: top-dose activity, negative = inhibition, usual class: inhibitors; 290,000 compounds, 0.71% hits; AID 2451; note: potency is the fitted concentration of half-maximal effect; nearly all actives have a fitted effect of over 55% in size
Target sequence (A8B2U2 whole entry, looked up): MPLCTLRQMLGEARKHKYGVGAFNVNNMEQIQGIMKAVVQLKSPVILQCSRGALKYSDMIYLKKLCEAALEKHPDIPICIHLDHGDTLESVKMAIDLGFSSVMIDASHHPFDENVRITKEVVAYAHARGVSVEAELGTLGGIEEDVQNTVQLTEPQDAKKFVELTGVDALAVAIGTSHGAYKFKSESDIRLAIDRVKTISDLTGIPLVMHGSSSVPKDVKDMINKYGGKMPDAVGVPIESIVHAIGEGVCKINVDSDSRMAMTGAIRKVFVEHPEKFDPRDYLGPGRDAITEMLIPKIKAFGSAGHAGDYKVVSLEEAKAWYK
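40 nM FBPA preincubated 10 min at RT with compound (up to 57.5 uM final), then substrate plus GAPDH/TPI/NAD/arsenate coupling and diaphorase/resazurin added. Fluorescence read after 20 min at RT, 525/598 nm.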
AmpC inh no detg: AmpC beta-lactamase inhibition without detergent. AmpC nitrocefin hydrolysis, absorbance 480 nm, 0.0001% Triton. Potency, µM (top dose mostly 57.1 µM), inactives show at the highest dose activity change, negative = inhibition, usual class: inhibitors. 330,000 compounds, 0.52% hits. AID 485341. P00811;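 note: potency is the fitted concentration of half-maximal effect; plate controls were no compound for no effect and no enzyme for full effect; nearly all actives have a fitted effect of over 20% in size; some results filed as inactive show a strong effect at the top dose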
Target sequence (P00811 whole entry, looked up): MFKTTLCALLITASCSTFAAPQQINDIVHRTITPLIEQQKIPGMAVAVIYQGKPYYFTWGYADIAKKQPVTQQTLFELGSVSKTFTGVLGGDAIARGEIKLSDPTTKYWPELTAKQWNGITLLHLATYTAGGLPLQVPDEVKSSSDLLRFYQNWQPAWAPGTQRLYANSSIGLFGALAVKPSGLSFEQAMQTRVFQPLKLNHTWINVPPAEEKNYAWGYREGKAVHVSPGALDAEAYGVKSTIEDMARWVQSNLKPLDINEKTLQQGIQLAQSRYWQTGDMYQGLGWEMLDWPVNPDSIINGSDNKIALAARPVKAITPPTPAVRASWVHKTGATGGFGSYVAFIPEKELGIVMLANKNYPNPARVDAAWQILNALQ
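AmpC (5.3 nM in the dispensed reagent) in 20 mM phosphate pH 7.0 with 0.01% (detergent screen) or 0.0001% Triton X-100 was preincubated with compounds for 15 min at room temperature. Nitrocefin was then added from an 800 uM solution, and hydrolysis was followed at 480 nm.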
AmpC inh detg: blocks E. coli AmpC beta-lactamase in detergent assay; AmpC hydrolysis of nitrocefin, absorbance 480 nm, 0.01% Triton; Potency, µM (doses to about 114 µM), for the others: top-dose activity change, negative = inhibition, most hits filed as inhibitors; 370,000 compounds, 0.041% hits; AID 485294; P00811;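 note: potency is the fitted concentration of half-maximal effect; 0% = no-compound wells and -100% = no-enzyme wells; nearly all actives have a fitted effect of over 25% in size; some results filed as inactive show a strong effect at the top dose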
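AmpC (5.3 nM in the dispensed reagent) in 20 mM phosphate pH 7.0 with 0.01% (detergent screen) or 0.0001% Triton X-100 was preincubated with compounds for 15 min at room temperature. Nitrocefin was then added from an 800 uM solution, and hydrolysis was followed at 480 nm.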
HCV inhibitor: HCV inhibition; Huh7.5.1 HCVcc-Cre infection, luciferase reporter, 44 h; Potency, µM (titrated, usually from 41.8 µM), inactives show at the highest dose activity change, negative = inhibition, actives largely listed as inhibitors; 340,000 compounds, 3.4% hits; AID 651820; note: potency is the fitted concentration of half-maximal effect
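Reporter virus HCVcc-Cre (~0.5 moi) infects cells exposed to compound; seeding density 1,000 cells/well with 4 h settling beforehand. Luminescence, 15 sec read, taken 44 h post-infection following a 15 min RT substrate incubation.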
Sm TGR inh: S. mansoni TGR enzyme inhibition | Q962Y6 | 360,000 compounds, 3% hits | purified TGR, DTNB reduction, TNB absorbance 405 nm | AID 485364 | Potency, µM (top dose mostly 114 µM), without a hit: top-dose activity change, negative = inhibition, most hits filed as inhibitors; note: potency is the fitted concentration of half-maximal effect; nearly all actives have a fitted effect of over 60% in size
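TGR 20 nM + NADPH 100 uM (dispensed conc.), cpd preinc 15 min RT; start with NADPH (500 uM addition) then DTNB (15 mM addition). Kinetic TNB absorbance, 405 nm filter. Four-parameter Hill fit across titration.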
HCMV antiviral: inhibitors of human cytomegalovirus. activity change, negative = inhibition, % at 57.5 µM. HFF cells, HCMV-luciferase reporter, 72 h; hits give low values. 410,000 compounds, 4.5% hits; in the data active = activity change below about -60%; inconclusive = no clear call, values can overlap the other calls; inactive = above about -39%
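Inhibition of viral replication was scored as loss of reporter luminescence in HFFs infected with HCMV-luciferase (MOI 1 PFU/cell) for 72 h; compounds tested at 2 doses, normalized to buffer and Salinomycin controls.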
* = called active by the depositor; ? = inconclusive; / = not tested or not shown; & = joins results of further samples; [ ] = remark or other dose. Unless noted, calls come from the whole dose curve; as a rule, active = well fitted curve in the direction sought with a large enough effect; inconclusive = small, poorly fitted or top-dose-only effect, or another doubt; inactive = no such curve, though single readings can be large; an effect the other way counts as inactive or inconclusive. Unless noted, % is set by controls: 0 for no effect and ±100 for the full control effect.

Structure,FBPA Giardia inh,AmpC inh no detg,AmpC inh detg,HCV inhibitor,Sm TGR inh,HCMV antiviral
COc1ccc(CNC(=O)c2cc3ccccc3o2)cc1OC,0.0%,12.5%,-15.1%,?,7.9%,-18.1
Cc1cc(C)n(Cc2ccc(Cl)nc2)n1,0.8%,-8.6%,?,-5.2%,0.8%,-32.4
Cc1nc(N2CCCCC2)c(C#N)c(C)c1[N+](=O)[O-],19.8%,-17.9%,-10.6%,-26.3%,8.2%,?
O=C(NNC(=S)Nc1ccccc1)c1ccco1,-12.6%,-17.0%,?,16.1%,-16.3%,45.2
COc1cc(F)ccc1S(=O)(=O)n1c(C)nc2ccccc21,-0.4%,37.5%,-16.3%,-0.9%,-16.0%,-14.6
Cc1ccc(S(=O)(=O)N2CCN(C(=O)N3CCOCC3)C2C(C)C)cc1 (centres undefined),0.6%,3.6%,0.5%,16.9%,14.2%,36.5
O=c1cc(N2CCCCC2)nc2n1CCCS2,4.4%,-2.0%,-0.8%,24.9%,12.7%,0.5
O=C(O)CN1C(=O)C(=O)N(Cc2ccc(Cl)cc2Cl)C1=O,8.4%,-7.3%,-15.9%,36.5%[activator],-24.2%,-0.5
CS(=O)(=O)N(CC(=O)NCc1ccco1)c1ccccc1Cl,0.4%,-6.3%,-3.6%,4.6%,39.8µM*,16.9
Cn1c([N+](=O)[O-])cnc1COC(N)=O,4.8%,-10.0%,-1.8%,?,1.7%,-27.5
Cc1ccc(C(C)(C)C)c(OCC(=O)NCCc2nc3ccccc3[nH]2)c1,/,/,10.4%,/,5.1%,-8.7
Cn1ccsc1=NC(=O)c1ccccc1F,2.9%,0.6%,?,8.8%,10.7%,-17.1

Exported with each value named: four of the compounds above
Cc1ccc(S(=O)(=O)N2CCN(C(=O)N3CCOCC3)C2C(C)C)cc1 (centres undefined)
- FBPA Giardia inh: 0.6%
- AmpC inh no detg: 3.6%
- AmpC inh detg: 0.5%
- HCV inhibitor: 16.9%
- Sm TGR inh: 14.2%
- HCMV antiviral: 36.5
O=c1cc(N2CCCCC2)nc2n1CCCS2
- FBPA Giardia inh: 4.4%
- AmpC inh no detg: -2.0%
- AmpC inh detg: -0.8%
- HCV inhibitor: 24.9%
- Sm TGR inh: 12.7%
- HCMV antiviral: 0.5
Cc1ccc(C(C)(C)C)c(OCC(=O)NCCc2nc3ccccc3[nH]2)c1
- FBPA Giardia inh: /
- AmpC inh no detg: /
- AmpC inh detg: 10.4%
- HCV inhibitor: /
- Sm TGR inh: 5.1%
- HCMV antiviral: -8.7
CS(=O)(=O)N(CC(=O)NCc1ccco1)c1ccccc1Cl
- FBPA Giardia inh: 0.4%
- AmpC inh no detg: -6.3%
- AmpC inh detg: -3.6%
- HCV inhibitor: 4.6%
- Sm TGR inh: 39.8µM*
- HCMV antiviral: 16.9

3 compounds from above, ordered by length of the SMILES, smallest number first:
Structure,FBPA Giardia inh,AmpC inh no detg,AmpC inh detg,HCV inhibitor,Sm TGR inh,HCMV antiviral
COc1ccc(CNC(=O)c2cc3ccccc3o2)cc1OC,0.0%,12.5%,-15.1%,?,7.9%,-18.1
CS(=O)(=O)N(CC(=O)NCc1ccco1)c1ccccc1Cl,0.4%,-6.3%,-3.6%,4.6%,39.8µM*,16.9
Cc1ccc(S(=O)(=O)N2CCN(C(=O)N3CCOCC3)C2C(C)C)cc1 (centres undefined),0.6%,3.6%,0.5%,16.9%,14.2%,36.5

(cont.)
Structure,FBPA Giardia inh,AmpC inh no detg,AmpC inh detg,HCV inhibitor,Sm TGR inh,HCMV antiviral
COC(=O)CSc1nnc(Cc2cc(=O)[nH]c(=O)[nH]2)n1-c1cccc(OC)c1,-14.7%,-7.8%,-6.8%,12.4%,0.7%,0.5
Clc1cc2c(cc1/C=N/Nc1nc(N3CCOCC3)nc(N3CCOCC3)n1)OCO2,-5.6%,-11.0%,-11.7%,?,-1.5%,3.2
CCc1ccc(NC(=O)CO/N=C(\C)c2cc3ccccc3o2)cc1,-5.9%,-20.8%,-2.4%,-11.2%,-17.8%,1.2
O=C(Nc1cc2c(cc1Cl)OCCCO2)c1ccccc1,-6.8%,-39.9%,-2.5%,?,1.4%,12.5
CCOC(=O)c1ccc(NC(=S)NNC(C)(C)C)cc1,4.0%,-9.5%,8.2%,-5.4%,?,-74.3*
CCOC(=O)CSc1ccc(C(=O)N2CCN(C)CC2)cc1[N+](=O)[O-],4.4%,-1.7%,0.8%,10.2%,17.0%,-5.5
COc1ccc(CN(CC2CCC(C(=O)O)CC2)C(=S)Nc2cc(Cl)ccc2OC)cc1 (centres undefined),?,-10.8%,2.4%,10.9%,-2.9%,-8.3
CC1CCN(c2c(NCC3CCC(C(=O)NCc4ccccc4Cl)CC3)c(=O)c2=O)CC1 (centres undefined),2.7%,-8.6%,-18.6%,5.2%,2.8%,14.1
CCCCn1cnc2c(oc3nc4c(cc32)CCCC4)c1=O,-1.4%,1.5%,0.9%,4.3%,-6.2%,43.6
COc1cc(OC)c(NC2c3ccccc3C(=O)N2c2cc(C)ccn2)cc1Cl (centres undefined),-9.0%,-16.8%,?,3.3%,5.3%,26.5
O=C(Nc1nnc(S(=O)(=O)N2CCCC2)s1)c1ccccc1Br,?,-21.9%,-13.5%&-5.2%,3.0%,5.4%&2.1%,-23.2&-1.5
Cc1ccc([C@@H]2CC=C(C(=O)O)CN2S(=O)(=O)c2ccccc2C)cc1,/,-23.0%,1.2%,13.5%,-4.4%,8.7

(further entries)
Structure,FBPA Giardia inh,AmpC inh no detg,AmpC inh detg,HCV inhibitor,Sm TGR inh,HCMV antiviral
COC(=O)C(C)NC(=O)C12CC3CC(CC(C3)C1)C2 (centres undefined),7.8%,-15.1%,-6.4%,13.1%,-14.4%,50.5
Cc1cccc(NC(=O)CNC(=O)c2ccccc2Cl)n1,10.5%,-14.1%,1.9%,9.0%,-4.0%,17.3
O=C(CNC(=O)c1ccc(Cl)cc1Cl)OCC(=O)N1CCN(c2ccccc2)CC1,/,65.7%[activator],-3.3%,11.9%,0.0%,-11.5
CCOc1ccc(-c2nc(CSc3nnc(N)s3)cs2)cc1OC,-1.5%,-16.8%,-6.0%,?,-1.7%,83.1
CC1=NN(c2ccccc2)C(=O)C1N=Nc1ccc(S(N)(=O)=O)cc1 (centres undefined),?,-10.0%,1.4%,16.0%,9.1%,25.5
Cc1ccc(CNC(=O)CSc2c3c(nc4ccc(Cl)cc24)CCCC3)o1,0.6%,33.8%,2.2%,?,?,25.9
CCN(C(=O)c1ccco1)c1nc(-c2ccc(OC)cc2)cs1,4.2%,-15.0%,5.8%,22.4µM*,21.4%,91.7
N#Cc1c(NC(=O)CSc2nc3ccccc3s2)sc2c1CCCC2,5.4%,-35.9%,-1.0%,?,-12.1%,25.3
COc1ccc(NC(=O)CSc2nc3ccccc3n2CC(=O)Nc2cccc(C)c2C)cc1,/,/,2.7%,/,-2.2%,14.2
COc1ccc(S(=O)(=O)NCC(c2ccc(N(C)C)cc2)N2CCCC2)cc1F (centres undefined),/,/,18.5%,/,0.3%,-5.1
CCOCCCNC(=O)c1c(N)n(-c2ccc3c(c2)OCO3)c2nc3ccccc3nc12,?,22.8%,3.2%,19.0%,-6.3%,-33.2
C=C[C@@H]1c2c(F)cccc2N(S(=O)(=O)c2ccc(C)cc2)[C@H](c2ccc(C(=O)OC)cc2)C1(C#N)C#N,/,-54.8%,2.4%,-13.6%,?,-35.5

Next results follow:
Structure,FBPA Giardia inh,AmpC inh no detg,AmpC inh detg,HCV inhibitor,Sm TGR inh,HCMV antiviral
CCOC(=O)c1sc(NC(=S)NC(=O)c2ccccc2)c(C(=O)OCC)c1C,1.9%,-23.3%,-15.5%,?,-0.6%,-14.9
COc1ccc(NC(=O)N2CCCCCC2)c(OC)c1,1.3%,-4.8%[2.29 µM],0.6%,-2.7%,7.5%,-13.1
O=C(COC(=O)/C=C/c1cccc(F)c1)NC1CCCC1,/,-9.2%,-14.2%,3.8%,-3.4%,-10.1
O=C(N/C(=C\c1ccc([N+](=O)[O-])cc1)C(=O)N1CCCCC1)c1ccco1,1.9%,1.2%,-9.5%,2.9%,-11.2%,-3.6
O=C(CCCN1C(=O)NC2(CCCC2)C1=O)Nc1ccc(F)cc1,/,-9.5%,-4.5%,-33.6%,-5.6%,-9.5
Cc1ccc(OCCn2cc(/C=C3\C(=O)NN(c4ccccc4)C3=O)c3ccccc32)cc1,-17.4%,-40.7%,-13.1%,28.0%,-6.4%,-7.9
CCOc1ccc(C(=O)N2CCN(c3ccccc3)CC2)cc1,3.2%,19.0%,6.8%,-3.0%,-1.1%,-9.4
N/C(=N\OC(=O)Nc1ccccc1)c1ncc(C(F)(F)F)cc1Cl,-0.8%,-5.7%,-0.9%,0.4%,2.2%,12.4
CCOC(=O)N1CCN(CC(O)COc2cc(C)cc(C)c2)CC1 (centres undefined),-1.7%,42.4%,-4.7%,-2.8%,3.7%,14.5
CCN(CCn1cccn1)C(=O)c1cccc(OC2CCN(S(C)(=O)=O)CC2)c1,/,22.3%,-2.5%,-14.7%,10.8%,4.7
CCCCC(=O)Nc1ccc(C(=O)NNC(=O)c2cccs2)cc1,4.9%,-5.3%,?,-1.1%,-0.3%,-11.0
Cc1cccc(CN2CCOCCS2(=O)=O)c1,2.9%,-10.2%,-8.7%,3.3%,-3.0%,-24.2

Going on with the list.
Structure,FBPA Giardia inh,AmpC inh no detg,AmpC inh detg,HCV inhibitor,Sm TGR inh,HCMV antiviral
O=C(NCCCN1CCOCC1)C(=O)N/N=C/c1ccc(F)cc1,4.6%,-4.8%,3.8%,6.5%,1.2%,-29.9
CCOC(=O)CCCNc1ccc([N+](=O)[O-])cc1[N+](=O)[O-],3.3%,-10.9%,-5.7%,-4.9%,-6.2%,13.3
CCN(CC)CC(O)CN1C(=O)NC(C)(C)C1=O (centres undefined),3.6%,-10.4%,-2.6%,13.7%,5.4%,-38.8
Cc1cccc(N(CC(=O)N/N=C/c2ccc(OCC(=O)NCc3ccco3)cc2)S(C)(=O)=O)c1C,4.0%,0.8%,-12.4%,4.9%,-2.2%,13.3
CCOC(=O)Cc1csc(N/C(=N/S(=O)(=O)c2ccc(Cl)cc2)c2ccccc2)n1,-2.3%,0.8%,3.9%,5.2%,1.0%,1.9
Cc1[nH]c(=O)[nH]c(=O)c1/C=N\NC(=O)CCc1ccc(OC(C)C)cc1,-19.3%,-16.0%,-10.8%,/,-0.8%,/
CCC(C)C(=O)Nc1nnc(SCC(=O)NC(C)(C)C)s1 (centres undefined),0.8%,-13.0%,2.8%,0.6%,-4.1%,-8.8
CC1CCC/C(=C\Nc2ccccc2C(=O)O)C1=O (centres undefined),-11.9%,-20.7%,-14.7%,21.5%,?,16.8
Cc1cccc(C(C(=O)NC2CCCC2)N(Cc2cccnc2)C(=O)c2csnn2)c1 (centres undefined),10.9%,106.0%[activator],-4.4%,6.5%,1.8%,1.3
CC(=O)N1CCSc2ccc(S(=O)(=O)NCc3ccccc3)cc21,6.9%,-16.0%,-14.7%,?,0.6%,?
